# AI-2 QS modul – modulates the Vibrio harveyi AI-2 quorum sensing system | Vibrio harveyi JMH597 AI-2 luminescence/OD600 ratio, 9 h; stronger effect = lower value; strain lacks LuxN and CqsS sensors; 0 = neutral-control median | activity change, % at 7.5 µM | 0.4% of 300,000 active | AID 2094; in the data active = activity change below about -75%, passing the limit was not always enough; inconclusive = no clear call, values can overlap the other calls;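 note: luminescence divided by OD600 gain over 9 h not by final OD600 alone; inactives centre near 13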
# Platelet DG rel – modulates dense granule release in human platelets; human platelet-rich plasma, SFLLRN dense granule ATP release, luminescence; inhibition, %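 (compounds screened at 7.5 µM in platelet-rich plasma)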; 0.22% of 300,000 active;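 active = mean replicate score, as percent of positive control, at or above 50; inconclusive = mean below 50 but at least one replicate at or above 50; inactive = mean and every replicate below 50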
# HSF1 activator – increases HSF-1 driven luciferase reporter signal; NIH3T3-HGL HSF-1 luciferase reporter, MG132, 8 h; 100% = twice DMSO control signal; 1.7% of 300,000 active; activation, % at 9 µM;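 active = mean replicate activation of at least 50% with a set share of replicates each reaching 50%; inconclusive = only one of those two conditions met; inactive = mean below 50% and too few replicates reaching it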;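 note: 0% = median of the neutral control wells and 100% = twice that signal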
# KLF5 inhibitor – suppresses KLF5 promoter-driven expression; AID 1700; inhibition, % at 5 µM; DLD-1 KLF5 promoter-luciferase reporter, luminescence; 0.23% of 290,000 active;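 active = inhibition above a per-plate limit of that plate's mean compound inhibition plus 3 SD, cut at about 60% in these data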;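 note: 0% = DMSO wells and 100% = LY294002 at 200 µM; higher means less KLF5 promoter-driven luciferase light; inactives centre near -14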
# HSF1 inh – HSF1 inhibition | NIH3T3-HGL HSE-luciferase, MG132-induced, luminescence 8 h; stronger effect = lower value | activity change, negative = inhibition, % at 7.5 µM (by protocol) | 0.77% of 300,000 active;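 active = more than half of replicate wells show activity change below -50%, luminescence cut by over half; inconclusive = some wells, but at most half, below -50%; inactive = no replicate well below -50%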;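 note: luciferase reports HSF-1 transcriptional activity via heat shock element; 0% = median of DMSO wells and -100% = zero luminescence signal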
# HIF act – HIF pathway transcriptional activation. 0.32% of 300,000 active. AID 1910. activation, % at 7.5 µM (by protocol). U2OS HRE-luciferase reporter, luminescence; normalized: DMSO 0%, desferrioxamine 100%;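 active = mean activation of at least 10% of the iron chelator positive control signal, with at least half of replicates also reaching 10%; inconclusive = mean and replicate majority disagree about reaching 10%; inactive = mean and most replicates under 10%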
# aSyn UTR inh – 5' untranslated region of α-synuclein, MLPCN primary screen; inhibition, % (tested at 7.5 µM); 0.82% of 300,000 active; alpha-synuclein 5'UTR reporter, inhibitor activity; in the data active = inhibition above about 60%; inconclusive = no clear call, values can overlap the other calls;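 note: H4 neuroglioblastoma cells stably carrying SNCA 5'UTR luciferase fusion; 0% = DMSO wells and 100% = positive control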
# HSP90 inh – blocks HSP90-mediated luciferase refolding in reticulocyte lysate. Rabbit reticulocyte lysate, luciferase refolding luminescence, 3 h. inhibition, % at 5.6 µM. 0.91% of 290,000 active. AID 1789;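 active = inhibition above the screen-wide mean plus 3 SD, computed separately per campaign, cut at about 16% in these data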;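 note: 0% = DMSO wells and 100% = 60 µM geldanamycin wells; inhibitors lower the luminescence because luciferase stays unfolded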
# HDAC3 inhib – inhibitors of human histone deacetylase 3; O15379; recombinant HDAC3, fluorogenic peptide/trypsin coupled, fluorescence; inhibition, % at 8.3 µM; 0.15% of 320,000 active; in the data active = inhibition above about 26%, passing the limit was not always enough; inconclusive = no clear call, values can overlap the other calls
# Target sequence (O15379 whole entry, looked up): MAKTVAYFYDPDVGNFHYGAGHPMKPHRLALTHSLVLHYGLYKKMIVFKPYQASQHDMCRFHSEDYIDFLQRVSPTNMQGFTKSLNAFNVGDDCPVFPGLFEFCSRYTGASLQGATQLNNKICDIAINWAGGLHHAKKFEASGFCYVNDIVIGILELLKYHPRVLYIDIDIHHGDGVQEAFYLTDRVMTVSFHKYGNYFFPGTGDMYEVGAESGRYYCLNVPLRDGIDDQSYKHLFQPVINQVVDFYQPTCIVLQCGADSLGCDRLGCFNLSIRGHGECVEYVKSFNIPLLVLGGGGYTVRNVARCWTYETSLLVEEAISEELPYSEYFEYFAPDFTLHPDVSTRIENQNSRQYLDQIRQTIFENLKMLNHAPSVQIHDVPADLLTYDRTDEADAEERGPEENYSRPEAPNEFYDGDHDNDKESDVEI
# IEC-6 tox – kills IEC-6 intestinal cells in KLF5 counter-screen | IEC-6 cytotoxicity, luminescence viability | inhibition, % at 5 µM | 0.78% of 290,000 active; in the data active = inhibition above about 22%;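 note: 0% = plate median of test compound wells and 100% = cytotoxic reference compound wells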
# * = called active by the depositor; ? = inconclusive; · = no result given.
SMILES,AI-2 QS modul,Platelet DG rel,HSF1 activator,KLF5 inhibitor,HSF1 inh,HIF act,aSyn UTR inh,HSP90 inh,HDAC3 inhib,IEC-6 tox
CC(C)N(C(=O)CSc1nc(Cc2ccccc2)nc2ccccc12)C(C)C,2,1,16,-2,15,0.7,19,-1,7,0
COc1ccc(CN2CCn3ncc(C(=O)Nc4ccc(Cl)cc4Cl)c3C2=O)cc1,24,1,6,12,-1,-0.1,15,-1,·,-3
COc1ccc(Cl)cc1NC(=O)CN(C)C(=O)c1ccc(N2CCCCCC2)c([N+](=O)[O-])c1,27,-6,15,·,4,-1.5,5,·,17,·
O=C(c1cccnc1)N1N=C(c2cccs2)CC1c1ccc(F)cc1 (stereo not drawn),9,-2,-18,-49,2,1.2,-39,-6,4,3
Cc1ccc(S(=O)(=O)NC(=O)N2CCCC(C)(C)C2)cc1,35,1,2,-15,-3,-0.4,8,-4,-5,0
COc1ccc2nc(SCC(=O)Nc3c(C)cccc3C)[nH]c2c1,5,-8,20,7,4,1.6,10,0,-3,3
CC(C)c1ccc(/C=C/C(=O)N2CCOCC2)cc1,-20,2,39,-144,26,1.0,-156,4,2,7
CCOc1ccccc1NC(=O)N1CCC(c2nc3ccccc3[nH]2)CC1,14,1,1,-10,-8,-0.3,-7,1,-5,2
O=C(NCCCCc1ccccc1)c1ccc(Br)cc1,-15,-11,26,-40,20,0.5,-47,6,0,0
S=C(Nc1ccccc1)Nc1cccc(Cl)c1Cl,18,-1,15,-27,13,3.2,-67,-3,-1,4
CCOc1ccc(-c2cn(-c3ccccc3OC)c(=S)[nH]2)cc1,10,-12,-4,-9,-3,2.9,-27,6,7,7
COc1ccccc1C(=O)NC(CCSC)C(=O)OC(C)C(N)=O (stereo not drawn),-12,2,4,2,4,-0.8,-12,-3,-6,4
Cc1cccc(Nc2nc3c(s2)CCCC3)c1,1,1,19,-27,9,2.5,-257,-8,7,1
Cc1nn(-c2ccccc2)c(C)c1NC(=O)COc1ccc([N+](=O)[O-])cc1,28,19,-6,·,3,0.4,4,·,-3,·
COC(=O)c1ccc2c(c1)NC(=O)C(N1CCCC1)S2 (stereo not drawn),·,10,-10,13,-1,0.2,10,2,4,4
CCCCN(CC)CCCNC(=O)c1cc2c(=O)[nH]c3ccccc3c2s1,20,2,14,-27,-6,0.7,-29,1,-18,5
O=C(CC1C(=O)NCCN1C(=O)Nc1ccccc1)Nc1cc(Cl)cc(Cl)c1 (stereo not drawn),1,-3,16,-13,-1,-0.9,-15,-4,14,4
Cc1ccc(NC(=O)c2cnc(N3CCN(c4ccccn4)CC3)c3ccccc23)c(Br)c1,12,-3,-66,10,-63*,-0.2,5,4,-2,0
CC1(C)C(c2ccco2)=[N+]([O-])C2(CCCCC2=O)N1O (stereo not drawn),15,1,22,6,3,0.4,4,5,-1,-4
Cc1ccccc1OCCOc1ccccc1C=C(C#N)C#N,·,·,·,-34,·,·,·,-6,2,-1
O=C1CSC(=Nc2ccc(F)cc2)N1,0,3,17,-5,-2,0.3,6,1,1,1
COc1ccc(CC(=O)N/N=C(/C)CC(=O)N(C)c2ccccc2)cc1,-1,-6,17,-30,5,0.3,-7,-2,0,-3
N#CCCn1nc(-c2ccccc2)cc1-n1c(C(F)(F)F)nc2ccccc21,-1,-4,12,-2,3,-0.3,9,2,1,11
COc1cc2c(cc1OC)C(C1C(=O)CC(C)CC1=O)N(C(=O)CCl)CC2 (stereo not drawn),9,12,·,-44,·,0.0,-4,5,-3,2

# Just Platelet DG rel and AI-2 QS modul, for 4 of the compounds above:
SMILES	Platelet DG rel	AI-2 QS modul
N#CCCn1nc(-c2ccccc2)cc1-n1c(C(F)(F)F)nc2ccccc21	-4	-1
Cc1nn(-c2ccccc2)c(C)c1NC(=O)COc1ccc([N+](=O)[O-])cc1	19	28
O=C1CSC(=Nc2ccc(F)cc2)N1	3	0
O=C(CC1C(=O)NCCN1C(=O)Nc1ccccc1)Nc1cc(Cl)cc(Cl)c1 (stereo not drawn)	-3	1

# The list goes on.
SMILES,AI-2 QS modul,Platelet DG rel,HSF1 activator,KLF5 inhibitor,HSF1 inh,HIF act,aSyn UTR inh,HSP90 inh,HDAC3 inhib,IEC-6 tox
COC(=O)c1c(NS(C)(=O)=O)sc2c1CCCC2,7,5,8,1,0,-14,4,-4,4,-7
COc1ccc(Cn2c(O)c(/C=N/NC(=O)c3cccnc3)c3ccccc3c2=O)cc1,-36,5,6,-13,0,-0.5,27,-2,·,-6
CC(C)CNC(=S)Nc1ccc(Oc2ccccc2)cc1,7,-2,-5,-7,0,0.1,-17,-2,3,-3
CC(=O)c1ccc(S(=O)(=O)NC2CC2)cc1,36,13,-2,-9,-1,0.2,14,-4,5,-9
CN(CCC#N)C(=S)Nc1ccc(F)cc1,18,-2,1,5,1,0.0,-11,1,-7,-2
O=C(NCc1ccc2c(c1)OCO2)c1ccc2c(c1)OCCO2,12,5,-3,-8,6,0.8,-20,3,-3,4
Cc1ccc(-n2ncc3c2CCCC3NC(=O)CCc2c(C)noc2C)cc1C (stereo not drawn),18,10,17,-48,0,0.5,-32,-1,9,0
Cc1ccc(C)c(OCC(=O)Nn2c(C)nc3ccccc3c2=O)c1,18,-1,-14,8,0,0.0,-4,1,-4,0
CCC(=O)Nc1ccccc1C(=O)OCC(=O)c1cccc2ccccc12,25,-6,39,-19,15,-0.1,-3,0,5,-6
O=C(N/C(=C\c1cccc([N+](=O)[O-])c1)C(=O)N1CCCCC1)c1cccs1,18,-3,-6,-7,-6,-0.5,-3,2,2,-2
CC12CCC(c3nnc(SCC(=O)Nc4cccc5ccccc45)nc31)C2(C)C (stereo not drawn),33,-5,-4,6,1,0.1,-4,-2,1,-5
COC(=O)C(Cc1ccc(O)cc1)NC(=O)c1ccccc1 (stereo not drawn),20,7,14,-32,6,0.0,14,2,2,-1
CC(NC(=O)C1CCN(S(=O)(=O)c2cnc[nH]2)CC1)c1ccccc1 (stereo not drawn),17,17,-2,-26,-11,-0.7,-11,-1,·,-1
O=[N+]([O-])c1ccc(C2NS(=O)(=O)N=C3CCCCCN32)cc1 (stereo not drawn),13,7,-8,-13,9,0.1,-8,1,-10,-2
O=C1C2C3C=CC(C3)C2C(=O)N1c1n[nH]c(CCc2ccccc2)n1 (stereo not drawn),18,1,1,-13,-3,·,-12,4,1,-2
COc1ccc(CCNC(=O)c2c(C)nn(CC(C)C)c2Cl)cc1,30,-28,15,-16,1,-0.1,16,-1,2,-3
COc1ccccc1CC(=O)Nc1ccccc1O,6,5,22,-15,18,0.1,-1,5,5,0
Cc1cc(NC(=O)c2ccc3c(c2)OCO3)ccc1NC(=O)c1ccco1,25,75*,11,-28,2,0.4,-8,2,-8,9
CN(CC(=O)NCCCN1CCOCC1)S(=O)(=O)c1cc(Cl)ccc1Cl,1,7,41,0,1,-0.3,18,-4,-2,4
CN1CCN(/C(=N\S(=O)(=O)c2ccc(F)cc2)c2ccccc2)CC1,12,1,28,5,20,-0.4,2,-5,9,-9
CC(NC(=O)Nc1ccc(Cl)cc1)c1ccc2c(c1)OCO2 (stereo not drawn),17,5,-2,-17,0,-0.1,21,0,0,2
Cc1ccc(N2CC(C(=O)NCCS(=O)(=O)N3CCN(c4ccccc4F)CC3)CC2=O)cc1 (stereo not drawn),24,8,4,-17,3,-0.3,13,-5,-2,0
COCCN(Cc1ccccc1)C(=O)c1cccc(S(=O)(=O)N2CCN(c3ccccc3)CC2)c1,9,-13,-2,·,5,-0.4,11,·,-5,·
C/C(CC(=O)Nc1ccc(C)c(Cl)c1)=N\NC(=O)C1CCCCC1,25,2,35,-28,3,-1.5,-12,-2,8,2
Cc1ccc(OCC(=O)N/N=C/c2ccncc2)cc1C,-49,12,11,6,-7,-0.1,-2,0,2,-3
COc1ccccc1C(=O)Nc1ccc2nc(SCC(=O)N(C)C)sc2c1,27,-8,15,1,-9,0.7,-15,0,-5,1
O=C(Nc1ccccc1NC(=O)c1ccccc1F)c1ccccc1F,14,-5,58*,-32,22,-1.7,8,1,-3,5
CCCn1c2c(c(=N)c3c1CCC3)CCCC2,12,19,-6,-32,-16,-0.2,2,-3,0,-1
Cc1ccsc1C1Nc2ccccc2C(=O)N1O (stereo not drawn),16,-10,10,-12,2,0.3,-8,1,-3,1
CC1Oc2ccccc2N(CC(=O)NCCN2CCOCC2)C1=O (stereo not drawn),-3,-2,-5,-15,-4,-0.2,29,-2,2,2
O=C1c2ccccc2NC(c2cccc(F)c2)N1Cc1ccccc1 (stereo not drawn),17,6,21,-5,23,-1.3,12,-3,-35,-6
COc1cccc(CC2(CO)CCN(Cc3cnc(N4CCOCC4)s3)CC2)c1,15,6,-18,-21,-2,-1.6,0,-2,-1,-2
Cc1ccc(NCN2C(=O)C(=O)c3ccccc32)nc1,35,-13,-2,4,-2,-0.1,-23,1,-5,3
O=C1C(C=Nc2ccc(F)cc2)=C(O)c2ccccc21,4,33,50,-32,33,1.2,-214,1,-13,4
Cc1nnc2sc(-c3ccc(-c4ccc(Cl)c(C(F)(F)F)c4)o3)nn12,41,?,7,·,2,0.0,-8,·,0,·
O=C(NCCN1CCc2ccccc2C1)C1CC(=O)N(C2CCCC2)C1 (stereo not drawn),16,3,3,-28,-2,·,2,-1,-1,0
O=C(COc1cccnc1[N+](=O)[O-])Nc1ccccc1Sc1ccccc1,16,-6,26,-10,6,-0.1,21,2,-1,-4
Cc1nn(-c2ccccc2)c(Cl)c1/C=N/Nc1nc2ccccc2n1C,4,2,63*,-101,29,1.5,-121,-4,9,5
Cc1ccc(S(=O)(=O)Nc2ccccc2C(=O)N2CCCCCC2)cc1,12,1,10,-35,1,0.0,18,-3,9,-6
C=C(C)Cn1c(N)cc(=O)nc1SCC(=O)Nc1cccc(C(F)(F)F)c1,12,3,4,-22,9,-0.2,10,-1,-4,5
CCc1cc(=O)oc2cc(OC(C)C(=O)NCC3CCC(C(=O)O)CC3)c(Cl)cc12 (stereo not drawn),5,-2,1,-18,-3,0.0,29,-2,-1,-5
O=C(Nc1c2c(nn1-c1ccccc1)CS(=O)C2)c1ccc2c(c1)OCO2 (stereo not drawn),12,-5,-5,-3,-13,0.4,-8,1,4,-1
Cc1cccc(N2C(=O)CS/C2=N\NC(=O)c2ccc(Cl)cc2)c1C,7,-2,25,-46,10,·,-36,4,2,1
O=C(NC(=S)Nc1ccc2[nH]c(=O)[nH]c2c1)c1cccc(F)c1,6,2,22,-36,4,0.9,5,-7,3,-2
COc1ccc(N(CC(=O)Nc2cc(C)ccc2C)S(=O)(=O)c2c(C)nn(C)c2C)cc1,22,2,0,13,0,-0.5,-4,-7,10,3
CCCOCC1CC2(CC(C)(c3csc(N)n3)OC2=O)C(=O)O1 (stereo not drawn),20,-1,12,-25,6,0.0,3,-1,1,4
Cc1sc2ncnc(N3CCOCC3)c2c1C,18,7,-5,-24,-13,-0.2,20,2,4,2
Cc1ccc(CSc2nnc(CS(=O)Cc3ccc(Cl)cc3Cl)n2C)cc1 (stereo not drawn),·,9,-3,-14,-2,-0.1,30,3,-4,-1

# Screening results deposited in PubChem by several laboratories.
